# SENP1 FRET inh: blocks the human SENP1 SUMO protease catalytic domain | Q9P0U3 | recombinant SENP1 catalytic domain, CyPet-SUMO1-YPet FRET cleavage | inhibition, % at 10 µM | 360,000 compounds, 0.21% hits | AID 624204;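 active means inhibition at least 30% at 10 µM, raw YFP signal under a set limit, fluorescence ratio 0.5 to 1.5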;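 further: 0% = enzyme with DMSO and 100% = no enzyme wells; some results filed as inactive read as strong as hits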
# Target sequence (Q9P0U3 419-644 limits assumed): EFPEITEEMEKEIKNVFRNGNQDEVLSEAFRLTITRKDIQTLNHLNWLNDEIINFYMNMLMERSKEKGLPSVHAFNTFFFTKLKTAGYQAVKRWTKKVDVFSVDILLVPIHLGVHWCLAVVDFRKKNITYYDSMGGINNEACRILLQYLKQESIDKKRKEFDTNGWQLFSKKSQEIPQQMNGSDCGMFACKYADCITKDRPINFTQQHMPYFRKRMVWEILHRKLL
#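 Material – human SENP1 catalytic domain · Input – SENP1 enzyme, 20 pM final · Compound dosing – single concentration of 10 µM compound, 0.5% DMSO final · Timing – enzyme reaction for 50 min at room temperature, dark · Measured by – FRET fluorescence in CFP and YFP emission channels · Control set – no-enzyme wells low, DMSO-plus-enzyme wells high control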
# Starred values were filed as active, the others as inactive. An excerpt. The share of hits here may be higher or lower than overall.
SMILES | SENP1 FRET inh
CCOC(=O)[C@]12CCCC=C1N(CCC1=CCCCC1)C(=O)[C@H](CC(=O)NCCCN1CCCC1=O)C2 | 0.3
O=[N+]([O-])c1ccccc1C(O)Cc1ccccn1 (stereo not given) | -1.1
CC(C)(C)S(=O)(=O)N1Cc2cc(CO)cc(CCO)c2[C@@H]1CCO | -0.6
C[C@H](CO)N1C[C@H](C)[C@H](CN(C)C(=O)Cc2ccccc2)OCc2cnnn2CCCC1=O | 1.7
COc1ccc(Cl)cc1CC1(C)C(=O)Nc2ccc(S(=O)(=O)NC3CCCCC3)cc21 (stereo not given) | 3.2
CCCCCc1ccnc(CC(=O)c2ccc(OC)cc2)c1 | 0.8
CCC(=O)Nc1cc(ON=C(C)C)cc([N+](=O)[O-])c1 | -0.8
Cc1cc(N=Nc2ccccc2)cc(C)c1NC(=O)C(F)(F)F | 0.7
O=C(COc1ccc(Br)cc1)OCC(=O)c1ccc[nH]1 | 1.1
Cc1cc2c(SCC(=O)Nc3ccccc3O)ncnc2s1 | -30.6

# Next section:
SMILES | SENP1 FRET inh
Cc1cc2nc(C3CCCCC3)c(Cc3ccccc3)n2c(C)c1Br | 2.9
COc1cccc(CNC(=O)[C@@H]2CCCN2C(=O)[C@@H]2CCCN2C(=O)c2cccs2)c1 | 2.6
C[C@@H]1CN([C@H](C)CO)C(=O)CCCn2nncc2CO[C@@H]1CN(C)S(=O)(=O)c1ccc(-n2cccn2)cc1 | 2.8
O=C(O)C(Oc1ccc(Cl)cc1)c1ccc(Cl)cc1 (stereo not given) | 1.7
Cc1sc2ncnc(N3CCC(C(=O)N4CC(C)SC4=Nc4ccc(Cl)cc4)CC3)c2c1C (stereo not given) | 5.2
COc1cccc(CNC(=O)[C@H](C)NC(=O)N2CC(=O)Nc3ccccc32)c1 | 0.5
CCc1nc2c(OCc3ccc(Cl)cc3)cccn2c1N(C)C(=O)c1ccccc1F | 3.5
CN1C(=O)[C@@](O)(c2cn(C)c3ccccc23)c2ccccc21 | 0.2
COc1cccc(NC(=O)C2(C)CCCN(C(C)C)C2)c1 (stereo not given) | -3.9
CCSc1ccc(-c2cc(NC=O)c3ncc(-c4cccc(C(=O)NCCN(C)C)c4)n3c2)cc1 | -8.6

# The results go on.
SMILES | SENP1 FRET inh
OC(c1ccc(F)cc1)c1nc(-c2cncnc2)cs1 (stereo not given) | 0.4
Cc1ccc(NC(=O)CNC(=O)CN2C(=O)c3ccccc3C2=O)cc1 | 1.4
COc1ccccc1CNc1nc(NCc2ccccc2)nc2ccsc12 | 1.4
CSc1nsc2nc(=O)c(/C=C3\C(C)=Nc4ccccc43)c(N)n12 | -118.4
CSc1ccc(CN2CCC(C)(Oc3ccc4ccccc4c3)C2)cc1 (stereo not given) | -1.8
COc1cccc(/C=N/NC(=O)c2cc3c(OC)c(OC)ccc3[nH]2)c1OC | -0.4
Cc1nc(C(F)(F)F)ccc1C(=O)N1CCC1(C)C(=O)NS(=O)(=O)c1cccc(C#N)c1 (stereo not given) | 1.4
Clc1cccc(-c2nc3c4ccccc4ccn3c2CC2CCCCC2)c1 | -4.2
COCOCCn1cc(CN2CCS(=O)(=O)N(Cc3ccc(-c4ccc(F)cc4)cc3)C(C(C)C)C2=O)nn1 (stereo not given) | 1.9
COc1ccc(CNCCCn2cnc3c(OCc4ccccc4)ncnc32)cc1 | -1.0

# Six entries picked at random from those above:
SMILES | SENP1 FRET inh
CSc1ccc(CN2CCC(C)(Oc3ccc4ccccc4c3)C2)cc1 (stereo not given) | -1.8
COc1cccc(/C=N/NC(=O)c2cc3c(OC)c(OC)ccc3[nH]2)c1OC | -0.4
COCOCCn1cc(CN2CCS(=O)(=O)N(Cc3ccc(-c4ccc(F)cc4)cc3)C(C(C)C)C2=O)nn1 (stereo not given) | 1.9
Clc1cccc(-c2nc3c4ccccc4ccn3c2CC2CCCCC2)c1 | -4.2
COc1ccc(CNCCCn2cnc3c(OCc4ccccc4)ncnc32)cc1 | -1.0
OC(c1ccc(F)cc1)c1nc(-c2cncnc2)cs1 (stereo not given) | 0.4

# Next results:
SMILES | SENP1 FRET inh
O=C(O)Cc1ccc(N2N=C(c3ccccc3)CC2=O)cc1 | 4.0
CC1(C(=O)NS(=O)(=O)C2CC2)CCCN(C(=O)c2ccc3c(c2)OCO3)C1 (stereo not given) | 0.9
CCC(C)C1(C2CCCC2)NC(=O)NC1=O (stereo not given) | -1.9
CC(=O)Nc1ccc(-c2ccnc3c2CC(C(=O)Nc2cccc(N(C)C)c2)O3)cc1 (stereo not given) | 2.9
O=C(Nc1ccc(F)cc1)C(c1cc2ccccc2o1)N1CCN(c2cccc(C(F)(F)F)n2)CC1 (stereo not given) | 0.5
Cc1ccc2nc(-c3ccco3)c(CC3CCCCC3)n2c1 | -19.8
CCOc1cc(/C=N/NC(=O)c2c(C)nc3ccc(Cl)cn23)ccc1O | 2.1
CCc1nc2ccc(C(=O)N3CCN(S(=O)(=O)CC)CC3)cn2c1N(C)C(=O)c1cccc(OC)c1 | 1.8
CC(=O)Nc1ccc(C=C(C#N)c2ccc(C)cc2)cc1 | -1.9
CCOC(=O)C1(C)CCCN(C(=O)c2ccc(N(C)C)cc2)C1 (stereo not given) | 0.5

# (further entries)
SMILES | SENP1 FRET inh
CCOC(=O)Nc1nc2ccc(Cn3cccc3)cc2[nH]1 | 0.4
COC(=O)c1cnc(Nc2nc(CN)cs2)nc1C(F)(F)F | -4.8
CN1C(=O)[C@@](O)(c2cn(C)c3ccccc23)c2cc(F)ccc21 | 0.1
C=C(CN(C)C)C(=O)c1cc(OC)c(OC)cc1OC | 2.9
Cn1c(=O)c2cc(NC(=O)OCCF)ccc2n1Cc1cccc(C(F)(F)F)c1 | 1.4
O=C1c2ccccc2S(=O)(=O)c2cc(-c3nn[nH]n3)ccc21 | 1.5
Cc1ccc(-c2nc3cc(C)c(Br)c(C)n3c2Cc2ccsc2)cc1 | -0.7
COc1ccc(-c2ccc(CN3C(C)C(=O)N(Cc4cn(CCC5OCCO5)nn4)CCS3(=O)=O)cc2)cn1 (stereo not given) | 0.2
CC(C)Oc1cc(F)ccc1-c1cc(C(=O)Nc2ccc(F)cc2)[nH]n1 | -1.0
O=C1c2ccccc2C(c2nnnn2Cc2ccccc2)N1CCOc1ccccc1 (stereo not given) | 2.5

# (continued)
SMILES | SENP1 FRET inh
CCCc1nc2ccc(C)cn2c1Cc1ccsc1 | -13.6
CCN(CC)C(=O)c1ccc2nc([C@@H]3O[C@H](CO)[C@H](O)[C@H](O)[C@H]3O)[nH]c2c1 | -1.9
O=C(Nc1ccccc1)c1cc(C2CCCCN2S(=O)(=O)c2cccs2)on1 (stereo not given) | 2.0
COc1ccc(OC)c(NCCN2C(=O)c3ccccc3C2=O)c1 | 0.3
CCc1nc2c(OCc3ccc(C(F)(F)F)cc3)cccn2c1N(C)C(=O)c1ccc(C)cc1 | 0.2
Cc1cccc2cc(CN(CCCO)C(=O)Nc3ccc(Cl)cc3)c(=O)[nH]c12 | 0.0
O=C(c1ccccc1)N(CCCl)C(=O)N(CCCl)C(=O)c1ccccc1 | 1.6
COc1ccc(-c2cc(NC(C)=O)c3ncc(-c4cccc(C(C)=O)c4)n3c2)cc1OC | -23.4
C[C@@H]1CN([C@H](C)CO)S(=O)(=O)c2ccc(Br)cc2O[C@H]1CN(C)C(=O)Nc1ccc(F)cc1 | 0.9
CC1(C(=O)Nc2ccccc2F)CCN1C(=O)Cc1ccc(-c2ccccc2)cc1 (stereo not given) | -0.6

# The list continues.
SMILES | SENP1 FRET inh
Cc1cccc(S(=O)(=O)N(C)C[C@@H]2OCc3cnnn3CCCC(=O)N([C@@H](C)CO)C[C@@H]2C)c1 | 0.2
FC(F)(F)c1ccc(Cl)c(Nc2nnc(-c3ccncc3)s2)c1 | 1.8
COc1ccc(S(=O)(=O)Nc2ccc3c(c2)C(=O)N([C@H](C)CO)C[C@H](C)[C@@H](CN(C)C(=O)Nc2ccc(F)cc2)OCCCC[C@H](C)O3)cc1 | -1.4
CCOC(=O)[C@]12CCC=C1N(Cc1ccc(Cl)cc1Cl)C(=O)[C@H](CC(=O)N1CCN(C(=O)c3ccco3)CC1)C2 | 2.0
O=S(=O)(NN=Cc1ccc(O)cc1O)c1cc(Cl)c(Cl)cc1Cl | 14.2
Cc1ccc(-n2c(SCC(=O)NCc3ccco3)nc3nc4c(cc3c2=O)COC(C)(C)C4)cc1 | -3.7
Cc1ccc(C(=O)c2cc([N+](=O)[O-])ccc2N2CCOCC2)cc1 | -3.8
CC(=O)Nc1ccc(-c2ccnc3c2CC(C)(C(=O)NC(C)C)O3)cc1 (stereo not given) | 1.3
Cc1cccc(C)c1C(O)c1ncc(-c2ccccc2F)[nH]1 (stereo not given) | -1.8
CN1OC[C@@H]2CN[C@H](c3cccc(-c4ccccc4)c3)C[C@@H]21 | -49.1

# (list continues)
SMILES | SENP1 FRET inh
CCOC(=O)[C@]12CCCC=C1N(Cc1ccccc1)C(=O)[C@H](CC(=O)N1CCN(C(=O)C3CC3)CC1)C2 | -1.1
CC(=O)N1C(C)(C)CC(=NOS(=O)(=O)c2ccccc2)CC1(C)C | -1.0
CCN1C(=O)/C(=C\c2cn(-c3ccccc3)nc2-c2cccnc2)SC1=S | 5.0
O=C(NCC(c1ccco1)N1CCCC1)c1cccc(S(=O)(=O)N2CCc3ccccc32)c1 (stereo not given) | 0.7
COc1cccc(-c2ccc3c(c2)C2CC3CCN2C(=O)c2ccc(Cl)cc2)c1 (stereo not given) | -1.8
COc1ccc(C(=O)c2ccc(C)cc2)c(OC)c1OC | -0.6
CC(C)C[C@H]1CNC(=O)C(=O)N1C[C@H]1CCCN1C[C@H](CC(C)C)N1C[C@H](CC(C)C)N(CCc2ccccc2)C(=O)C1=O | 2.3
COc1cc(OC)nc(/N=C/N(C)C)n1 | 0.2
CC(C)C[C@@H](CN)NC(=O)c1nc[nH]c1C(=O)N[C@@H](CC(C)C)C(=O)CNC[C@H](C)NC(=O)c1nc[nH]c1C(=O)N[C@@H](CC(C)C)C(=O)O | -1.1
COc1ccc(Cl)cc1C1=NOC2(CCC2)C(=O)N1Cc1ccc(NC(C)=O)cc1 | 5.0

# (list continues)
SMILES | SENP1 FRET inh
CNC(=O)c1ccc(NC(=O)c2ccccc2OCc2c(C)noc2C)cc1 | 2.6
C[C@H]1CN([C@@H](C)CO)C(=O)CCCn2cc(nn2)CO[C@@H]1CN(C)C(=O)Nc1ccc2c(c1)OCCO2 | 0.4
CN(C)C(=O)NC1C=CS(=O)(=O)C1 (stereo not given) | 0.3
Nc1[nH]c(C(=O)c2ccccc2)c(-c2ccncc2)c1C(=O)NC1CC1 | 1.3
CC(C)(C)S(=O)(=O)N1Cc2ccc(CO)cc2[C@H]1CCO | -1.8
CCCS(=O)(=O)NC(=O)C1(C)CCN(C(=O)c2ccccc2Br)C1 (stereo not given) | -0.4
O=[N+]([O-])c1csc2ccccc12 | 2.2
Cc1ccc(S(=O)(=O)N(C)c2ccc3c(c2)C(=O)c2ccccc2-3)cc1 | 8.2
CN(C(=O)c1cccc(NC(=O)Cc2ccc(NC(=O)C3CCN(C(=O)C4CCC4)CC3)cc2)c1)C1CCC1 | 0.4
COc1ccccc1N1CCN(C(=O)c2oc3ccccc3c2C)CC1 | 1.3

# The list continues.
SMILES | SENP1 FRET inh
Cc1ccc(S(=O)(=O)N2CC3C(=O)C[C@@H](c4ccccc4)N(S(=O)(=O)c4cccc(Cl)c4)C3CC2c2ccccc2)cc1 (stereo not given in full) | 1.6
COc1ccc(CN2CCC2(C)C(=O)Nc2cnc3ccccc3c2)c2ccccc12 (stereo not given) | -1.6
CC1(C(=O)NCc2ccccc2)Cc2c(-c3cccc(C(F)(F)F)c3)ccnc2O1 (stereo not given) | -0.9
OC(c1ccccc1)(c1nc(-c2cc3ccccc3o2)cs1)C(F)(F)F (stereo not given) | 2.7
CCCCNC(=O)C1(C)CCN1Cc1ccc(C#N)cc1 (stereo not given) | -1.2
O=C(O)CSCC(=O)N1CCCN(c2ccc(C(F)(F)F)cn2)CC1 | 4.3
Cc1noc(C)c1COc1ccccc1C(=O)N1CCN(S(=O)(=O)c2ccc(C(C)C)cc2)CC1 | 0.1
CC(C)CCOc1ncnc2c1sc1nc3c(cc12)CSC(C)(C)C3 | -3.9
COc1ccccc1NC(=O)N(Cc1ccco1)Cc1cc2c(C)ccc(C)c2[nH]c1=O | -0.5
Cn1c(=O)[nH]c2c(cnn2C)c1=O | -3.9

# (continued)
SMILES | SENP1 FRET inh
Cc1cc(C)c(C)c(S(=O)(=O)N2CCC(C(=O)N3CCN(c4ccc(F)cc4)CC3)CC2)c1C | -2.2
CCN(CC)C(=O)C(C)N1c2cccc3cccc(c23)S1(=O)=O (stereo not given) | -3.1
Cc1cc(=O)oc2cc(OCC(=O)N/N=C/c3cc([N+](=O)[O-])ccc3O)ccc12 | -3.3
O=C(NC(=S)Nc1ccc(-c2ccccc2)cc1)c1ccccc1 | 1.4
CC1(C(=O)Nc2ccc3c(c2)OCO3)Cc2c(-c3cccc(C(F)(F)F)c3)ccnc2O1 (stereo not given) | -2.1
CCCCN(C=O)c1c(CC)nc2ccc(C(=O)NCc3ccc4c(c3)OCO4)cn12 | 1.0
Cc1c(C)c2cc(Cl)c(OCC(=O)NCCCN3CCCC3=O)cc2oc1=O | -0.3
N#CC1=C(Nc2ccccc2Cl)SC2(CCCC2)NC1=O | 1.8
O=C1NC[C@@H](CCCCN2CCN(CCc3ccccc3)C(=O)C2=O)N(CCc2ccc(O)cc2)C1=O | 1.3
Cc1ccsc1C(=O)N1CCC1(C)C(=O)NS(=O)(=O)c1ccc(Br)cc1 (stereo not given) | 0.6
Cc1cc(O)c(C(C)C)cc1NC(=O)Nc1ccc([N+](=O)[O-])cc1 | 2.2
CC1(C(=O)NS(=O)(=O)c2ccc(Cl)s2)CCN1C(=O)C1(c2ccccc2)CCCC1 (stereo not given) | 1.2
CSc1ccccc1C(=O)OCC(=O)Nc1c(C)n(C)n(-c2ccccc2)c1=O | 2.7

# High-throughput results deposited in PubChem by Sanford-Burnham Center for Chemical Genomics.
